GPR7 antagonist = GPR7 receptor antagonists, primary screen, cell-based, fluorescence, single concentration | Neuropeptides B/W receptor type 1 (Homo sapiens), P48145 | GPR7-expressing cells, fluorescence antagonist assay | inhibition, % at 4.4 µM | 290,000 compounds, 1.1% hits | AID 1861, 2009; in the data active = inhibition above about 16%, passing the limit was not always enough;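 also: cells stimulated with the agonist NPW; 0% = agonist with vehicle and 100% = vehicle without agonist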
V1aR counter = agonists of human V1a receptor, primary screen, counter-screen for OXTR agonist project, fluorescence, CHO-V1R cells; Vasopressin V1a receptor (Homo sapiens), P37288; Fluo-8 calcium fluorescence, agonist mode; 0% DMSO, 100% 3 nM vasopressin; activation, % at 3 µM; 320,000 compounds, 0.25% hits; AID 2797, 2010;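 active = activation above the mean activation of all tested compounds plus 3 SD, per screening run, cut at about 20% in these data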;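 also: signal is peak over basal fluorescence ratio across a 100 second FLIPR read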
VIM-2 inhibitor = VIM-2 metallo-beta-lactamase inhibitors, primary screen, biochemical, epi-absorbance readout, Pseudomonas aeruginosa enzyme. purified VIM-2, nitrocefin hydrolysis, epi-absorbance fluorescence. inhibition, % at 5.6 µM. 290,000 compounds, 0.89% hits. AID 1527, 2009;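 active = inhibition above the mean of all tested compounds plus 3 SD, cutoff set per screening run, cut at about 7.5% in these data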;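 also: red hydrolysis product quenches plate fluorescence so inhibitors raise well fluorescence; 0% = enzyme with DMSO and 100% = DMSO without enzyme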
IMP-1 inh = IMP-1 metallo-beta-lactamase inhibitors, primary screen, biochemical, epi-absorbance readout, Pseudomonas aeruginosa enzyme. metallo-beta-lactamase IMP-1 (Pseudomonas aeruginosa). 290,000 compounds, 0.45% hits. inhibition, % at 5.6 µM. purified IMP-1, nitrocefin hydrolysis, epi-absorbance fluorescence;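 active = inhibition above the mean plus 3 SD of all compounds in the same screening run, cut at about 4.5% in these data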;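 also: 0% = IMP-1 with DMSO and 100% = DMSO wells lacking enzyme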
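System: Purified IMP-1 | Read-out basis: Percent enzyme inhibition | Controls: IMP-1 with DMSO as 0%, enzyme-free DMSO as 100% | Replicates: One well per compound | Doses: 5.6 µM nominal single concentration | Detection: Epi-absorbance fluorescence, 480 nm excitation, 530 nm emission | Incubation: 25 °C, 15 min preincubation, 25 min reaction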
PHOSPHO1 block = PubChem AID 1565 | Phosphoethanolamine/phosphocholine phosphatase (Homo sapiens), Q8TCT1 | recombinant PHOSPHO1, absorbance phosphatase assay | inhibition, % at 13.3 µM | 290,000 compounds, 1.1% hits; in the data active = inhibition above about 60%
Target sequence (Q8TCT1 whole entry, looked up): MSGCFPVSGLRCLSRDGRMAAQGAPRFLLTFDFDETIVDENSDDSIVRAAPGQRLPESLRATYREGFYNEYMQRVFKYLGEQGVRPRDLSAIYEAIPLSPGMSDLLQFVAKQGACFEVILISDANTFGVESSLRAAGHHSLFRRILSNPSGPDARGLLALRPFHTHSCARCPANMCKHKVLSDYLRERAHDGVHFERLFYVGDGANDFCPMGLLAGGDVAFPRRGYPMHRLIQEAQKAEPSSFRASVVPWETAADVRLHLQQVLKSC
DNA FID counter = compounds displacing fluorescent DNA intercalator, primary screen, artefact control for HCV NS3 helicase inhibitor project, biochemical, FID fluorescence | AID 1845, 2009 | inhibition, % at 7.9 µM | DNA fluorescent intercalator displacement | 290,000 compounds, 0.17% hits; in the data active = inhibition above about 37%;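 also: 0% = vehicle and 100% = reference compound; higher means more ethidium bromide displaced from hairpin DNA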
HCV NS3 hel inh = inhibitors of HCV NS3 helicase, primary screen, biochemical, Cy5 molecular beacon fluorescence | Hepatitis C virus NS3 helicase | NS3 helicase DNA unwinding | inhibition, % at 10.9 µM | 290,000 compounds, 0.56% hits;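 active = inhibition above the mean of all tested compounds plus 3 SD, set per campaign, cut at about 35% in these data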;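 also: 0% = DMSO wells and 100% = thioflavine S control wells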
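Measured by: Cy5 fluorescence, 0 and 60 min reads / Assay system: NS3 helicase fragment of HCV / Control set: low DMSO, high thioflavine S at 110 µM / Times: 1 h reaction at 25 °C, ATP-initiated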
OXTR agonist = human OXTR agonists, primary screen, fluorescence, CHO-OTR cells, Fluo-8 calcium; Oxytocin receptor (Homo sapiens), P30559; activation, % at 3 µM; Fluo-8 calcium fluorescence; normalized: DMSO 0%, oxytocin 100%; 320,000 compounds, 0.32% hits;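 active = activation above the mean of all tested compounds plus 3 SD, cutoff set per screening run, cut at about 20% in these data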;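 also: peak over basal fluorescence ratio from a 100 s FLIPR kinetic read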
Target sequence (P30559 whole entry, looked up): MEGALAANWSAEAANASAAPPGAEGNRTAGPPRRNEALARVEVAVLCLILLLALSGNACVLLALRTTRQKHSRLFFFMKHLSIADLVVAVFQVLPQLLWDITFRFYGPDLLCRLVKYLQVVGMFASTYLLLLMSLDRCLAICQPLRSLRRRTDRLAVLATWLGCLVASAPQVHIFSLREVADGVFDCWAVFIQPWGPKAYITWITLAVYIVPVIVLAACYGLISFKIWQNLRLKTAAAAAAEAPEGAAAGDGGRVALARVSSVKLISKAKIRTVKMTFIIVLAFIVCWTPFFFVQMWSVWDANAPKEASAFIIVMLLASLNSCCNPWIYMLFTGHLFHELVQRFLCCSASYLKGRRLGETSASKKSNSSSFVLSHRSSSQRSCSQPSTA
GalR3 antag = GalR3 antagonists in HEK293 cells, primary screen, cell-based, fluorescence readout; Galanin receptor type 3 (Homo sapiens), O60755; 360,000 compounds, 0.44% hits; HEK293 GalR3-CNG cAMP membrane potential fluorescence; galR3 body fused to GalR1 C-terminus; inhibition, % at 3 µM; AID 651719, 2012;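 active = inhibition above the screen-wide average plus 3 SD, cut at about 13% in these data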;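 also: forskolin and galanin both at EC90 stimulate the cells; cAMP rise reported by CNG channel membrane potential dye signal; 0% = forskolin plus galanin with DMSO and 100% = forskolin alone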
Target sequence (O60755 1-299 limits assumed): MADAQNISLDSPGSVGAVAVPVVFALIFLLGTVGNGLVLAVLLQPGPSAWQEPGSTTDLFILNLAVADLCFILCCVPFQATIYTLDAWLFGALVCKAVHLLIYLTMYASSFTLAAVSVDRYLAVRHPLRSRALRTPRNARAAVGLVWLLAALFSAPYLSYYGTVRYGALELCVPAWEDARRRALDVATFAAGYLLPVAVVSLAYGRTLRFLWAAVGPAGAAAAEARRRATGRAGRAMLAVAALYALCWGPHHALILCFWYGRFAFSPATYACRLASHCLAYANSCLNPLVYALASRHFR
* marks the source's active call; other numbers are inactive results; x = no result given.

no.	Compound	GalR3 antag	OXTR agonist	HCV NS3 hel inh	VIM-2 inhibitor	IMP-1 inh	V1aR counter	DNA FID counter	GPR7 antagonist	PHOSPHO1 block
1	CCOC(=O)c1ccc(N/C=C2/CCCC(C)C2=O)cc1 (stereo unspecified)	-4	1.2	7	-0.1	-2.9	4.0	-2	-5	19
2	O=[N+]([O-])c1cccnc1N/N=C/c1ccccc1O	4	-0.9	5	-7.5	-4.8	-0.4	-2	-11	23
3	CCCc1nc2ccccc2c(=O)n1-c1c(C)n(C)n(-c2ccccc2)c1=O	-2	-0.1	0	-2.0	-3.7	-0.4	-4	-12	7
4	COc1ccccc1C(CNc1ccc(S(=O)(=O)N2CCCC2)cc1[N+](=O)[O-])N(C)C (stereo unspecified)	-3	0.7	-15	-3.9	-5.3	2.0	28	-4	1
5	O=C1c2ccccc2C(=O)N1CCSc1nnc(-c2ccco2)n1Cc1ccccc1	-3	-0.7	-9	-0.8	-2.3	0.3	-26	6	3
6	CS(=O)(=O)n1nc(OC(=O)c2cc(Br)ccc2Cl)cc1N	-4	-0.1	-1	-1.5	-2.5	1.4	1	-6	32
7	CC(NC(=O)c1ccco1)c1nc(-c2ccccc2Cl)no1 (stereo unspecified)	-10	0.3	29	-4.4	-0.6	2.5	-14	-5	4
8	COc1cc(OC)cc(C(=O)Nc2ccc(Cn3ccnc3)cc2)c1	-9	-0.4	8	4.7	-2.5	0.6	-2	1	x
9	O=C1CC(N2CCN(c3ccccc3F)CC2)C(=O)N1c1ccc2c(c1)OCCO2 (stereo unspecified)	-3	0.9	-5	-5.8	-2.9	0.3	-17	-9	-9
10	C=CCSc1nc(N2CCOCC2)c2c(c1C#N)CC(C)(C)N(C)C2	-1	1.0	-16	-2.5	-3.7	0.4	2	-10	4
11	CCOC(=O)N1CCN(C(=O)c2cc(C)no2)CC1	1	0.0	x	x	x	0.0	x	x	-3
12	CCOC(=O)Nc1ccc(S(=O)(=O)NC2CCCCC2)cc1	-3	4.0	0	-2.2	-2.5	6.1	-16	-13	20
13	CCOC(=O)c1nnn(CC(=O)Nc2ccccc2OC)c1C(=O)OCC	7	-0.4	-2	-4.4	-4.1	-0.3	-8	-11	3
14	O=S(=O)(c1cccc(-c2nnc3n2CCCCC3)c1)N1CCCC1	-5	0.3	5	-4.5	-1.9	1.3	-8	7	10
15	O=C(C[n+]1cccc(O)c1)NCc1ccc(Cl)cc1	-9	0.9	4	-1.0	-1.9	0.8	-1	-9	19
16	Cc1ccc(C)n1CCN1CCN(C(=O)c2ccco2)CC1	2	-0.7	-4	0.1	-2.0	0.0	-4	-14	2
17	CCCc1nn2c(=O)cc(CSCC(=O)Nc3ccc(F)cc3)nc2s1	-8	0.1	19	-2.1	-1.1	2.4	-12	1	30
18	CC(=O)Nc1ccc(N2C(=O)CC(Sc3nccc(C)n3)C2=O)cc1 (stereo unspecified)	-3	0.3	0	-1.9	-2.8	0.0	-2	-2	19
19	CC(=O)Nc1ccc(C2=NN(CC#N)C(=O)SC2)cc1	-6	0.4	8	-1.0	-3.4	-0.5	-2	-2	-6
20	O=C1CCN(Cc2ccccc2)N1	-2	0.1	-8	4.3	2.7	0.8	-3	8	39
21	COc1ccc(NC(=O)C2CCN(S(=O)(=O)c3c(C)noc3C)CC2)cc1Cl	-2	2.1	-15	-2.9	1.3	0.2	3	-3	-6
22	CN(C(=O)CNC(=O)c1ccc(Br)o1)C1CCCCC1	-4	-0.3	2	-0.2	-1.1	1.2	-4	-4	x
23	CCc1ccc(C2CC(=O)NC(SCC(=O)OC(C)C)=C2C#N)cc1 (stereo unspecified)	2	0.8	3	-5.9	-5.1	1.8	-26	-6	-3
24	CCOC(=O)c1nnsc1-c1ccc(-c2snnc2C(=O)OCC)cc1	-9	0.7	-4	1.4	-2.0	1.6	-4	-6	29
25	O=C(NCCN1CCN(c2ccccc2)CC1)c1cccc(Cl)c1	-1	-1.0	-12	1.8	-4.0	1.1	-2	2	32
26	COc1ccc(CCNC(=O)CCCN2C(=O)c3ccccc3C2=O)cc1	-4	0.0	-1	-2.3	-1.4	0.4	-13	-2	47
27	COc1cc(C(=O)NC2CCN(CC(=O)NC3CCCCC3)CC2)cc(OC)c1OC	-9	0.3	7	-2.8	-4.3	1.2	-5	-7	-4
28	COc1ccc(C(=O)CSc2nc(C)cc(C)n2)cc1C	-14	-1.2	-8	-0.8	-4.4	2.2	-26	-10	29
29	CC(C)(C)OC(=O)NCc1ccc(CNC(=O)c2[nH]cnc2C(=O)NCC(=O)OCc2ccccc2)cc1	-1	6.6	-26	-4.3	-4.2	5.5	-36	6	-69
30	Cc1csc(Nc2nc(N)c(C(=O)Nc3cc(Cl)ccc3F)o2)n1	-7	2.2	-10	-4.2	-3.2	2.6	-9	20	44
31	CCC(=O)Nc1nnc(SCC(=O)Nc2cccc(Cl)c2)s1	-1	3.4	3	-2.5	-1.2	8.1	-2	-8	33
32	CC(C)(C)c1ccc(-n2ncc3c2CCCC3NC(=O)C2(C(N)=O)CC2)cc1 (stereo unspecified)	92*	14	-4	-3.1	-1.7	11	-34	16	24
33	CCN(CC)CCN(Cc1cc2cc(C)c(C)cc2[nH]c1=O)C(=S)NCc1ccco1	-6	0.8	-69	1.7	-1.4	0.6	11	-3	24
34	CCOc1ccc(N/C(C)=C/C(=O)c2ccc3c(c2)OCCO3)cc1	-5	-1.4	12	-1.1	-1.4	1.7	-14	3	15
35	O=C(c1cnn(C(=O)COc2ccccc2F)c1)c1cc(F)ccc1O	0	0.4	6	-5.7	-4.8	2.0	0	-7	16
36	COc1ccc(/C=C(\NC(=O)c2ccccc2)C(=O)OC[C@@H]2CCC[N+]3(C)CCCCC23)cc1OC (stereo partly specified)	-3	0.2	-11	1.9	-1.1	-0.1	7	-8	-24
37	CC(/C(O)=C(\C#N)c1nc2ccccc2n1C)N1C(=O)c2ccccc2C1=O (stereo unspecified)	x	x	-5	-0.9	-2.7	x	3	-7	-6
38	CCCCOC(=O)Nc1nc(C)c(C(=O)OCC)s1	-7	-1.3	7	-2.0	-0.6	-0.3	-4	2	-9
39	O=C(/C(=N\O)n1cncn1)c1ccc(Br)cc1Br	-5	0.2	-1	-1.7	-2.3	-0.6	-7	-9	-17
40	CCOc1ccc(NC(=O)c2ccc(NC(=S)NC3CC3)cc2)cc1	1	0.3	8	-1.1	0.1	-0.1	-9	-1	29
41	NC(=O)COC(=O)CCCc1nc2ccccc2s1	4	-0.8	3	-1.8	-3.9	0.1	-2	-12	17
42	COc1ccccc1CNC(=O)CN(C)S(=O)(=O)c1ccc(F)cc1	0	1.4	6	-2.7	-3.4	1.5	-8	0	9
43	CC(C)(C)c1ccc(C(=O)NCc2nnc(SCC(=O)NC3CCCC3)o2)cc1	-2	-0.4	9	-1.6	-2.1	1.8	-33	1	31
44	CC(O)CNCc1ccc(-c2ccccc2)cc1 (stereo unspecified)	4	4.2	-4	0.8	-0.5	2.7	4	-1	42
45	CCCCN1C(=O)C(=O)N(c2ccccc2)C1=S	-2	-1.8	6	-3.4	-2.3	0.6	1	-5	2
46	Brc1ccc(C2CC(c3ccccc3)=Nc3ccccc3N2)cc1 (stereo unspecified)	1	-2.6	0	-0.5	-2.2	0.2	-11	-4	14
47	CCOC(=O)C1CCN(S(=O)(=O)c2cccc(-c3cn4cc(Cl)ccc4n3)c2)CC1	-4	0.9	-14	-0.3	-3.3	3.2	-12	-7	97*
48	COc1ccc(CN(C(=O)c2ccc(CN3CCOCC3)o2)C(C(=O)NCC2CCCO2)c2ccc(F)cc2)cc1 (stereo unspecified)	4	-0.2	0	-0.6	-1.4	-0.2	-34	1	8
49	Cc1cccc(NC(=O)c2cc(NC(=O)c3ccccc3)ccc2N2CCCCC2)c1	-5	1.2	7	1.1	1.0	-0.8	-5	-8	0
50	COc1cccc(-n2c(=O)[nH]cc(C(=O)Nc3ccc4c(c3)OCCO4)c2=O)c1	3	-0.5	-7	-0.7	-3.9	0.2	-9	-7	15
51	CSCCC(NC(=O)c1ccccc1Cl)C(=O)NC1CCN(Cc2ccccc2)CC1 (stereo unspecified)	1	0.1	8	0.9	0.8	1.0	11	-2	14
52	CC(C)c1cc(C(=O)Nc2cccc(C(F)(F)F)c2)no1	-2	-3.1	8	-2.0	-1.4	-1.1	-4	-7	-18
53	O=C(Cn1nnc2ccccc2c1=O)Nc1cccc(S(=O)(=O)N2CCOCC2)c1	1	1.1	14	-2.6	-2.8	0.9	-1	-16	32
54	COc1cc(C(C(=O)NC2CCCCC2)N(C(=O)Cc2c[nH]c3ccccc23)c2ccccc2C)cc(OC)c1OC (stereo unspecified)	-3	-1.9	-7	-3.6	0.5	-0.6	-36	4	-17
55	COc1ccc(Cl)cc1NC(=O)CSc1nc(-c2ccccc2)cc(=O)[nH]1	-8	-0.5	3	-2.8	-2.0	2.9	-26	-13	24
56	O=C(CN1C(=O)NC2(CCc3ccccc32)C1=O)c1ccccc1 (stereo unspecified)	0	1.5	-4	-2.0	-3.6	2.2	-11	-9	18
57	FC(F)(F)c1cccc(N2CCN(c3ccc4nnc(-c5ccccc5)n4n3)CC2)c1	-5	0.1	2	-0.8	-1.5	0.0	-1	3	-3
58	Cc1cc(C)cc(NC(=O)Nc2ccc(S(=O)(=O)Nc3cc(C)on3)cc2)c1	x	0.4	-3	-2.1	-3.4	-0.2	-26	-7	7
59	CCC(C)NC(=O)C1CCN(S(=O)(=O)c2cccc3cccnc23)CC1 (stereo unspecified)	-1	-0.7	-5	-0.5	-0.2	-0.4	-6	-16	4
60	O=C(COC(=O)c1cccnc1)c1ccc(Cl)cc1	-7	1.4	3	-2.2	-2.9	1.5	-7	5	11
61	COc1cc2cc(CN(CCCO)S(=O)(=O)c3ccccc3Cl)c(=O)[nH]c2cc1OC	x	0.5	-4	-1.2	-2.9	0.5	-21	6	22

A stretch of the results above:
no.	Compound	GalR3 antag	OXTR agonist	HCV NS3 hel inh	VIM-2 inhibitor	IMP-1 inh	V1aR counter	DNA FID counter	GPR7 antagonist	PHOSPHO1 block
60	O=C(COC(=O)c1cccnc1)c1ccc(Cl)cc1	-7	1.4	3	-2.2	-2.9	1.5	-7	5	11
61	COc1cc2cc(CN(CCCO)S(=O)(=O)c3ccccc3Cl)c(=O)[nH]c2cc1OC	x	0.5	-4	-1.2	-2.9	0.5	-21	6	22

Screening data as filed in PubChem BioAssay.
